FLuc modulator = counter-screen for miR-21 project: firefly luciferase inhibitors or activators. P08659. 360,000 tested, 6.9% active. purified FLuc, Km substrates, luminescence inhibition. Potency, µM (top dose mostly 57.5 µM), without a hit: at the highest dose activity change, negative = inhibition, usual class: inhibitors;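 note: potency is the fitted concentration of half-maximal effect; plate controls were vehicle for no effect and reference inhibitor for full effect; nearly all actives have a fitted effect of over 55% in size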
Target sequence (P08659 whole entry, looked up): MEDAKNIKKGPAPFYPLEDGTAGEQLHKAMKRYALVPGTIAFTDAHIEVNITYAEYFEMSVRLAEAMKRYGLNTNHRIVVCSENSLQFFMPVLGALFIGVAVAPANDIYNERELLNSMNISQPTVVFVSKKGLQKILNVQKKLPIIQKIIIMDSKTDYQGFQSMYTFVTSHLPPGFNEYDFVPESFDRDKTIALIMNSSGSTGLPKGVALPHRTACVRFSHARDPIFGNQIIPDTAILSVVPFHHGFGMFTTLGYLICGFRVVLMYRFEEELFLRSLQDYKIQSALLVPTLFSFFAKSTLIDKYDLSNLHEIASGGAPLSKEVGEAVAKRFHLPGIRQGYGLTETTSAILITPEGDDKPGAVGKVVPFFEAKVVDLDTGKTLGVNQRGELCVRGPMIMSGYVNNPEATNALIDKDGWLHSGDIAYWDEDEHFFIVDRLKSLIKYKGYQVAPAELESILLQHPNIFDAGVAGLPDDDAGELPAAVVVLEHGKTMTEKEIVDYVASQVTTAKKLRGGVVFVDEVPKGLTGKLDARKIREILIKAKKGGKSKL
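Purified P. pyralis luciferase (10nM final) with 10uM D-luciferin and 10uM ATP (Km levels) in 50mM Tris acetate pH 7.5, 10mM Mg acetate, 0.01% Tween-20, 0.05% BSA; qHTS 6-point titration, ~60 µM downward; luminescence read.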
NPC1 promoter act = NPC1 promoter activation; Huh7 NPC1 promoter luciferase reporter, 24 h; 320,000 tested, 2.4% active; AID 485313; Potency, µM (series often up to 9.22 µM), without a hit: at the highest dose activation, usual class: activators;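 note: potency is the fitted concentration of half-maximal effect; % of control where 0% means no effect; nearly all actives have a fitted effect of over 60% in size; reporter is driven by a mutant NPC1 promoter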
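Stably transfected Huh7 (NPC1 promoter→luciferase), 1500 cells/well in Opti-MEM + 10% FBS, 2 h settle, then compound 24 h at 37 °C. Luminescence after 10 min with Amplite reagent.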
VP16 counter = inhibits Gal4-VP16 luciferase reporter, ROR gamma counter-screen; Drosophila S2 Gal4-VP16 UAS-luciferase, luminescence, 20 h; Potency, µM (doses to about 53.6 µM), without a hit: at the highest dose activity, negative = inhibition, hits mostly inhibitors; 310,000 tested, 3.5% active; AID 2546;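 note: Gal4-VP16 expression switched on by copper sulfate through the metallothionein promoter; potency is the fitted concentration of half-maximal effect; % is set by controls: 0 for no effect and ±100 for the full control effect; nearly all actives have a fitted effect of over 50% in size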
ELG1 repair inh = inhibitors of ELG1-dependent DNA repair in HEK293T cells; HEK293T ELG1-luciferase reporter, luminescence, 16 h; DNA damage induced by 5-fluorouridine; Potency, µM (series often up to 46.1 µM), inactives show at the top dose activity change, negative = inhibition, actives largely listed as inhibitors; 330,000 tested, 2.3% active; note: potency is the fitted concentration of half-maximal effect; % is set by controls: 0 for no effect and ±100 for the full control effect; nearly all actives have a fitted effect of over 55% in size
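Reporter activity after DNA damage by 5-fluorouridine is monitored. Compound-treated cells incubate 16 hr at 37 °C, then ONE-Glo is added for 30 min before luminescence reading.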
Mito fusion act = blocks mitochondrial division or promotes mitochondrial fusion; Potency, µM (top dose mostly 46.1 µM), without a hit: at the top dose growth rescue (activation), usual class: activators; S. cerevisiae fusion-defective mutant growth rescue, CellTiterGlo 48 h; 320,000 tested, 0.23% active;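 note: potency is the fitted concentration of half-maximal effect; % of control where 0% means no effect; nearly all actives have a fitted effect of over 45% in size; temperature-sensitive fusion mutants such as fzo1-1 at 37 °C on non-fermentable ethanol glycerol medium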
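S. cerevisiae fusion-defective temperature-sensitive mutants (e.g. fzo1-1, mgm1-5) grown 48 h at 37C in YPEG (ethanol/glycerol non-fermentable) medium with 23 nl compound per well; growth rescue read as CellTiterGlo luminescence.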
PKM2 activator = activators of human pyruvate kinase M2; 260,000 tested, 0.34% active; purified PKM2, Kinase-Glo ATP luminescence, activation; response scale: 0% is enzyme alone, no compound; Potency, µM (top dose mostly 57.5 µM), for inactives: at the top dose activation, most hits filed as activators; note: potency is the fitted concentration of half-maximal effect; % is set by controls: 0 for no effect and ±100 for the full control effect; nearly all actives have a fitted effect of over 55% in size
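Purified hPK-M2 (>95%) run at intermediate activity with 0.1 mM ADP and 0.5 mM PEP in 50 mM imidazole pH 7.2, KCl, MgCl2; 1 h room temperature. ATP formed read by Kinase-Glo luminescence; normalized to uninhibited and no-enzyme controls.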
Menin-MLL TR inh = displaces Texas Red mutant MLL peptide from human menin; O00255; Menin + Texas Red MLL mutant peptide, fluorescence polarization; Potency, µM (highest dose often 61.6 µM), for the others: top-dose FP activity change, negative = inhibition, usual class: inhibitors; 270,000 tested, 0.23% active; active = well fitted inhibition curve with a large enough effect in the polarisation, with a control signal flat, not every such curve was filed as active; inconclusive = small, poorly fitted or top-dose-only effect, or effect the other way, or a change in a side signal; inactive = no such curve, though single readings can be large or run the other way; the % refers to the polarisation; note: potency is the fitted concentration of half-maximal effect; % of control where 0% means no effect; many of its hits are not listed in these tables
MBNL1-CUG inh = inhibitors of human MBNL1 binding to CUG repeat RNA. Potency, µM (doses to about 57.5 µM), for the others: at the top dose activity change, negative = inhibition, actives largely listed as inhibitors. Q9NR56. TR-FRET MBNL1-His/biotin-(CUG)12 binding, 665/545 ratio. 280,000 tested, 0.036% active; active = well fitted inhibition curve with a large enough effect in the signal ratio, with a control signal flat, not every such curve was filed as active; inconclusive = small, poorly fitted or top-dose-only effect, or effect the other way, or a change in a side signal; inactive = no such curve, though single readings can be large or run the other way; the % refers to the signal ratio; note: potency is the fitted concentration of half-maximal effect; % is set by controls: 0 for no effect and ±100 for the full control effect
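TR-FRET between His-tagged MBNL1 and biotin-(CUG)12 RNA, detected with Tb anti-His antibody (0.055 ng/ul) and streptavidin-XL665 (5 nM), 60 min at room temperature. Compounds titrated 92 nM to 58 uM; 665/545 nm ratio normalized to buffer and complex controls.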
KCNH2 3.1 block = inhibitors of human KCNH2 3.1 potassium channel isoform. U2OS KCNH2 3.1, thallium flux FluxOr; hits give low values. activity change, % (tested at about 1.8 µM). 340,000 tested, 0.95% active;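 active = maximum activity change below -70%; inconclusive = maximum activity change from -70% to -50%; inactive = maximum activity change above -50%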;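 note: thallium influx rate constant from kinetic fluorescence after stimulation buffer; % is set by controls: 0 for no effect and ±100 for the full control effect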
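Virally transduced U2OS (3.1 isoform, 4 h infection in dark at RT) → overnight 37 C → FluxOr + Red40 in HBSS/HEPES, 45 min → stimulation buffer, 2 min kinetic read → rate constant vs DMSO controls.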
Rab9 prom act = Rab9 promoter activation | Huh7 Rab9 promoter-luciferase reporter, luminescence, 24 h | 320,000 tested, 2.8% active | Potency, µM (series often up to 9.22 µM), without a hit: top-dose activation, negative = inhibition, usual class: activators; note: potency is the fitted concentration of half-maximal effect; % of control where 0% means no effect; nearly all actives have a fitted effect of over 60% in size
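Measured in stably transfected Huh7 cells bearing a Rab9 promoter–luciferase construct: 24 h compound treatment at 37 °C, followed by luminescence detection.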
RORgamma inh = inhibitors of mouse ROR gamma transcriptional activity | Potency, µM (doses to about 53.6 µM), inactives show at the highest dose activity change, negative = inhibition, most hits filed as inhibitors | 310,000 tested, 5.4% active | Drosophila S2 Gal4-RORgamma UAS-luciferase reporter, 20 h; note: potency is the fitted concentration of half-maximal effect; % is set by controls: 0 for no effect and ±100 for the full control effect; nearly all actives have a fitted effect of over 60% in size
Target sequence (P51450 whole entry, looked up, the tested form may be a part): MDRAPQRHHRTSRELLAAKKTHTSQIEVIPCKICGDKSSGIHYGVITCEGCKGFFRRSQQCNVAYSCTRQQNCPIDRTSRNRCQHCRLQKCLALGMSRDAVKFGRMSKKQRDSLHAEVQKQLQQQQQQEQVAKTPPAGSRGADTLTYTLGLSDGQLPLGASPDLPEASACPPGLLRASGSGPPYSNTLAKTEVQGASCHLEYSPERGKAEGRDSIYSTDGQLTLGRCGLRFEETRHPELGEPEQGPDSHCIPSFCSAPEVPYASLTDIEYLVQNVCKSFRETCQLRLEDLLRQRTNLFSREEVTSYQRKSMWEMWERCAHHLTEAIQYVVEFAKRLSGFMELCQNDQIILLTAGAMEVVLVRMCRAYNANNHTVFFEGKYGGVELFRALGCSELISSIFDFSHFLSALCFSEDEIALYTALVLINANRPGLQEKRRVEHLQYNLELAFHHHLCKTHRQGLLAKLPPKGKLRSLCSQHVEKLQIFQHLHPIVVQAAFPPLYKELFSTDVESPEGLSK
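ROR gamma transcriptional activity was tracked as Gal4-UAS luciferase output in stably transfected Drosophila Schneider cells, with compound added 1 hr before 700 uM copper sulfate induction and a 20 hr ambient-temperature incubation.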
The depositor's hits bear a star; ? = inconclusive; · = no result given; [ ] = another dose, or the depositor's remark. Unless noted, calls come from the whole dose curve; as a rule, active = well fitted curve in the direction sought with a large enough effect; inconclusive = small, poorly fitted or top-dose-only effect, or another doubt; inactive = no such curve, though single readings can be large; an effect the other way counts as inactive or inconclusive. Not all compounds are listed; rates above refer to the full screens.

Values run as follows: FLuc modulator, NPC1 promoter act, VP16 counter, ELG1 repair inh, Mito fusion act, PKM2 activator, Menin-MLL TR inh, MBNL1-CUG inh, KCNH2 3.1 block, Rab9 prom act, RORgamma inh
- CCC(C(=O)N1CCN(S(=O)(=O)c2ccc(F)cc2)CC1)c1ccccc1 (stereo not given)
→ -1%, 0%, ·, ?, 1%, ·, ·, ·, -3, -2%, ·
- O=C(Nc1ccccc1C(=O)N/N=C/c1ccco1)c1ccc(F)cc1
→ 8.5µM*, -2%, 5µM*, 10%, -28%, -65%, ?, 16%[11.5 µM], 4, -4%, 1.1µM*
- c1csc(-c2nnc(N3CCOCC3)c3ccccc23)c1
→ ?, -13%, -4%, -10%, 3%, 3%, 1%, 18%, 9, -2%, 5%
- COc1ccc(OCC(=O)Nc2nc3c(s2)CCCC3)cc1
→ ?, 11%, 10%, 18%, -13%, ·, ·, -9%, 1, 6%, -36%
- O=C(c1cccc(C(F)(F)F)c1)C1CCCN(C(=O)CCn2cnnn2)C1 (stereo not given)
→ -2%, 0%, 2%, 33%, -1%, 3%, ·, -6%, 14, -3%, 14%
- COc1ccc(C(=O)NNC(=O)c2ccccc2[N+](=O)[O-])cc1
→ ?, 20%, 9%, ?, -1%, 4%, 1%, ·, 10, 21%, 35%
- Cc1ccc(-n2c(C)cc(C(=O)NS(=O)(=O)c3ccc(C)cc3)c2C)cc1
→ 2%, 0%, -1%, ?, -18%, -2%, 18%, -3%, 19, -5%, -22%
- CC(C)CN1CCNC(=O)C1CC(=O)NCCc1cnn(-c2ccccc2)c1 (stereo not given)
→ 2%, 0%, -7%, 11%, 1%, 4%, 1%, 9%, -114*, -5%, 20%
- Cc1cc(Nc2nc3ccccc3nc2Cl)n(-c2ccccc2)n1
→ -1%, -1%, -3%, -7%, 1%, 4%, 4%, 12%, 0, 4%, -43%
- COc1ccc(-c2[nH]n(-c3ccc([N+](=O)[O-])cc3)c(=O)c2C=NCc2ccc(F)cc2)cc1
→ 0%, -1%, 1%, -10%, 1%, 1%, ?, ·, -24, -3%, -14%
- Cn1c(=O)c2c(nc(NCCc3ccccc3)n2Cc2ccccc2)n(C)c1=O
→ -1%, -5%, 6.3µM*, 23µM*, 15%, -4%, -1%, -3%, 7, -24%, 11µM*
- CCOC(=O)/C(=N\Nc1ccccc1[N+](=O)[O-])c1csc(N)n1
→ -19%, -3%, -12%[10 µM], 14%, 7%, 0%, ?, ?, 17, -8%, -2%
- CN(C)S(=O)(=O)c1ccc(N2CCCC2)c(C(=O)Nc2ccccc2Br)c1
→ -6%, 12%, ·, -25%, 11%, ·, ·, ·, -21, 0%, ·
- COc1ccc([N+](=O)[O-])cc1NC(=O)COC(=O)Cc1cc(OC)c(OC)c(OC)c1
→ 1%, 0%, -21%, ?, 4%, 11%, -7%, ?, 3, 0%, 0%
- CCOC(=O)c1[nH]c2ccc(C)cc2c1N=CN(CC)CC
→ -14%, 16%, -1%, 16%, 0%, 0%, 15%, 10%, 1, -4%, 22%

Single records, as listed above. Screens in order: FLuc modulator | NPC1 promoter act | VP16 counter | ELG1 repair inh | Mito fusion act | PKM2 activator | Menin-MLL TR inh | MBNL1-CUG inh | KCNH2 3.1 block | Rab9 prom act | RORgamma inh
`COc1ccc(C(=O)NNC(=O)c2ccccc2[N+](=O)[O-])cc1` is listed with ? | 20% | 9% | ? | -1% | 4% | 1% | · | 10 | 21% | 35%
`COc1ccc([N+](=O)[O-])cc1NC(=O)COC(=O)Cc1cc(OC)c(OC)c(OC)c1` is listed with 1% | 0% | -21% | ? | 4% | 11% | -7% | ? | 3 | 0% | 0%
`Cc1cc(Nc2nc3ccccc3nc2Cl)n(-c2ccccc2)n1` is listed with -1% | -1% | -3% | -7% | 1% | 4% | 4% | 12% | 0 | 4% | -43%
`CN(C)S(=O)(=O)c1ccc(N2CCCC2)c(C(=O)Nc2ccccc2Br)c1` is listed with -6% | 12% | · | -25% | 11% | · | · | · | -21 | 0% | ·

(more compounds)
Values run as follows: FLuc modulator, NPC1 promoter act, VP16 counter, ELG1 repair inh, Mito fusion act, PKM2 activator, Menin-MLL TR inh, MBNL1-CUG inh, KCNH2 3.1 block, Rab9 prom act, RORgamma inh
- C=CCc1ccc(OCc2ccc(C(=O)OC)o2)c(OC)c1
→ 7.6µM*, ?, -7%, ?, 13%, -3%, -9%, -1%, -3, 0.5µM*, -3%
- CCCC(=O)Nc1cc(C)c(NC(=O)c2ccccn2)cn1
→ -19%, 24%, -15%, ?, 1%, -17%, 6%, -1%, -16, ?, 1%
- COc1cnc(-c2cccc(C(F)(F)F)c2)nc1OC
→ -10%, -2%, 3%, -9%, 8%, 2%, 3%, -4%, -27, 15%, 2%
- CCCCCOC(=O)c1ccc(N2C(=O)C3C4C=CC(C4)C3C2=O)cc1 (stereo not given)
→ -15%, 8%, ?, -18%, -2%, -12%, 7%, 1%, -13, -9%, 17%
- CCNC(=O)COC(=O)/C=C/c1cccs1
→ 0%, -2%, -19%, 11%, 1%, -3%, -13%, ?, 4, -3%, -2%
- Cc1cc(NS(=O)(=O)c2ccccc2)c(C)c(Cl)c1O
→ 1%, 0%, ?, ?, 0%, 22%, 14%, -7%, 0, 1%, ?
- CC(NC(=O)Cc1cccs1)C(c1cccs1)N1CCN(c2ccccc2F)CC1 (stereo not given)
→ -1%, 0%, -2%, -13%, 7%, -3%, -14%, 8%, -3, 5%, -11%
- C=CCNC(=S)NNC(=O)c1cccn(Cc2cccc(Cl)c2)c1=O
→ -1%, 1%, -3%, -1%, -2%, 3%, -8%, 5%, 5, 3%, 17%
- O=C(O)/C=C/c1cn(Cc2ccccc2)nc1-c1ccccc1
→ -10%, -1%, -3%, 14%, 5%, 2%, 3%, -3%, 5, -5%, 14%
- CC(C)CSc1nnc2[nH]c(=O)cc(N)n12
→ 1%, -5%, -8%, 11%, -3%, 5%, -19%, -12%, 10, 1%, ?
- Cc1ccccc1Nc1ccc([N+](=O)[O-])cn1
→ -4%, -5%, 10%, ?, 18%, -6%, 26%, ?, 10, 2%, -2%
- CN(C)/C=C/C(=O)c1ccc(Cl)c([N+](=O)[O-])c1
→ -2%, -1%, -18%, 12%, 1%, 0%, 2%, ?, 9, 0%, -1%
- O=C(O)/C(=C\c1ccc(-c2ccccc2[N+](=O)[O-])o1)c1ccccc1
→ 21µM*, 1%, -6%, -2%, 7%, -2%, ?, 17%, -4, 6%, -26%
- c1ccc2c(c1)OCC(c1nnc3n1-c1ccccc1SC3)O2 (stereo not given)
→ 2%, -3%, 10%, 17%, ?, 0%, -18%, 6%, -1, 11%, -9%
- COC(=O)C1=C(C)N(CC(C)C)C(=O)C1
→ 1%, 6%, 11%, 10%, -2%, -13%, -1%, 3%, -10, 0%, -28%
- O=C(N1CCOCC1)N1CCOCC1
→ 4%, 3%, 0%, -5%, 0%, -1%, 5%, -5%, -9, 11%, 6%
- O=C(CSc1nnc(COc2ccccc2)n1-c1ccccc1)c1cccs1
→ 3%, 2%, ?, ?, 24%, 1%, 2%, -3%, -10, -6%, ?
- O=C(Nc1ccc(Br)cn1)c1ccc2ccccc2c1
→ 1.9µM*, 1.6µM*, 3%, ?, 1%, 2%, ?, 19%, 8, 1.1µM*, 3%
- Cc1ccc2[nH]c3c(c2c1)CN(C(=O)CN1CCN(C(=O)c2ccco2)CC1)CC3
→ 4%, 1%, -5%, 7%, 1%, 0%, ·, ·, ·, 1%, 15%
- COCCn1c(SCC(=O)N2CCCC2)nc2c([nH]c3ccccc32)c1=O
→ 2%, 0%, 0%, 4%, -1%, -13%, ·, 2%, 20, 6%, -14%
- CCN(CC)C(=O)c1[nH]cnc1C(=O)NCCCCCNC(=O)OC(C)(C)C
→ 2%, 0%, ·, 0%, -10%, ·, ·, ·, 6, 1%, ·
- Cc1cc(C(=O)COc2ccccc2[N+](=O)[O-])c(C)n1C1CC1
→ ?, 26%, -7%, ?, -1%, 14%, 1%, ·, 12, ?, 0%

Screening results as filed in PubChem BioAssay.
